ELG1 genotoxic – qHTS screen for small molecules that induce genotoxicity in human embryonic kidney (HEK293T) cells expressing luciferase-tagged ELG1; HEK293T ELG1-luciferase reporter, luminescence, 16 h; 330,000 tested, 1.3% active; Potency, µM (series often up to 46 µM), inactives show top-dose activity change, positive = activation, most hits filed as activators; AID 504466, 2011; further: potency means the concentration at half of the fitted maximal effect; % of control where 0% means no effect; nearly all actives have a fitted effect of over 60% in size
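HEK293T cells expressing luciferase-tagged ELG1 were treated with compound or DMSO for 16 hr at 37°C. Luciferase activity was then read after 30 min with ONE-Glo at room temperature; rising signal flags genetic stress.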
RORgamma inh – qHTS for inhibitors of ROR gamma transcriptional activity. Nuclear receptor ROR-gamma (Mus musculus), P51450. Drosophila S2 Gal4-RORgamma UAS-luciferase reporter, 20 h. Potency, µM (doses to about 53.6 µM), without a hit: at the highest dose activity change, negative = inhibition, most hits filed as inhibitors. 310,000 tested, 5.4% active. AID 2551, 2010; further: potency means the concentration at half of the fitted maximal effect; on the % scale 0 is the no-effect control and ±100 the full control effect; nearly all actives have a fitted effect of over 60% in size
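In this cell-based reporter format, copper sulfate (700 uM final) drives Gal4–ROR gamma fusion expression from a metallothionein promoter in Drosophila Schneider cells; compounds preincubated 1 hr, reporter read after 20 hr at ambient temperature.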
VP16 counter – VP16 counterscreen qHTS for inhibitors of ROR gamma transcriptional activity. Drosophila S2 Gal4-VP16 UAS-luciferase, luminescence, 20 h. Potency, µM (doses to about 53.6 µM), without a hit: at the top dose activity, negative = inhibition, usual class: inhibitors. 310,000 tested, 3.5% active. AID 2546, 2010;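 further: Gal4-VP16 expression switched on by copper sulfate through the metallothionein promoter; potency means the concentration at half of the fitted maximal effect; on the % scale 0 is the no-effect control and ±100 the full control effect; nearly all actives have a fitted effect of over 50% in size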
NPC1 prom act – qHTS Assay for NPC1 Promoter Activators | Huh7 NPC1 promoter luciferase reporter, 24 h | Potency, µM (titrated, usually from 9.22 µM), for inactives: top-dose activation, usual class: activators | AID 485313, 2010 | 320,000 tested, 2.4% active;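 further: potency means the concentration at half of the fitted maximal effect; % of control where 0% means no effect; nearly all actives have a fitted effect of over 60% in size; reporter is driven by a mutant NPC1 promoter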
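Luminescence from an NPC1 promoter-driven luciferase reporter in stably transfected Huh7 cells was measured after 24 h compound treatment at 37 °C, followed by 10 min ambient incubation with luciferase detection reagent.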
ELG1 DNA repair – qHTS screen for small molecules that inhibit ELG1-dependent DNA repair in human embryonic kidney (HEK293T) cells expressing luciferase-tagged ELG1; HEK293T ELG1-luciferase reporter, luminescence, 16 h; DNA damage induced by 5-fluorouridine; Potency, µM (highest dose often 46.1 µM), for the others: at the highest dose activity change, negative = inhibition, most hits filed as inhibitors; 330,000 tested, 2.3% active; further: potency means the concentration at half of the fitted maximal effect; on the % scale 0 is the no-effect control and ±100 the full control effect; nearly all actives have a fitted effect of over 55% in size
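Step one: seed 2,000 cells per well. Step two: pin-transfer compound or DMSO alongside 5-fluorouridine. Step three: incubate 16 hr, 37 °C, 5% CO2. Step four: add ONE-Glo, wait 30 min, read luminescence.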
FLuc modulator – qHTS profiling assay for firefly luciferase inhibitor/activator using purifed enzyme and Km concentrations of substrates (counterscreen for miR-21 project) | 360,000 tested, 6.9% active | Luciferin 4-monooxygenase (Photinus pyralis), P08659 | purified FLuc, Km substrates, luminescence inhibition | Potency, µM (top dose mostly 57.5 µM), inactives show at the top dose activity change, negative = inhibition, usual class: inhibitors;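 further: potency means the concentration at half of the fitted maximal effect; plate controls were vehicle for no effect and reference inhibitor for full effect; nearly all actives have a fitted effect of over 55% in size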
Target sequence (P08659 whole entry, looked up): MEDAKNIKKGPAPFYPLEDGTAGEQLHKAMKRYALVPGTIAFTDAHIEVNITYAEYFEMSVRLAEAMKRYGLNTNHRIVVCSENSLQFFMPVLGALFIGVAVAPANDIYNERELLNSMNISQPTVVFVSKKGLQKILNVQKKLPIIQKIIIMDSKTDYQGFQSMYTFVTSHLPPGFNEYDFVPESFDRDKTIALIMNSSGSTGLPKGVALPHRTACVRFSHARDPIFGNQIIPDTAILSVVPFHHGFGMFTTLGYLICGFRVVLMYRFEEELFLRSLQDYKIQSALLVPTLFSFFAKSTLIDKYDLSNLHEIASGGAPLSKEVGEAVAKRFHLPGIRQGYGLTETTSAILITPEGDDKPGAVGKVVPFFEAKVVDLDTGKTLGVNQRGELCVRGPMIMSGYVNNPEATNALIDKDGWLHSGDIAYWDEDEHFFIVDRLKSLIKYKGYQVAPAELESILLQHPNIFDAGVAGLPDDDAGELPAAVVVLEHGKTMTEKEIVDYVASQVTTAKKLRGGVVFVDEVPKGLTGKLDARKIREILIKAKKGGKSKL
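Biochemical qHTS of compounds, final roughly 60 µM downward over six points, against 10 nM purified firefly luciferase using Km concentrations of substrates (10 uM D-luciferin, 10 uM ATP) in Tris acetate pH 7.5 buffer; luminescence output.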
p53 reactivation – qHTS assay for re-activators of p53 using a Luc reporter | H1299 p53-A138V BP100-luciferase reporter, luminescence, 24 h | Potency, µM (highest dose often 92.2 µM), inactives show top-dose activity change, positive = activation, hits mostly activators | 320,000 tested, 0.063% active | AID 504706, 2011; further: potency means the concentration at half of the fitted maximal effect; % of control where 0% means no effect; nearly all actives have a fitted effect of over 45% in size
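H1299 (p53-null), stable ts p53-A138V + BP100-Luc; 1000 cells/well, Opti-MEM/10% FBS; cpd 4 pt, 1:5; 24 h, 37 deg C, 5% CO2; detection reagent 10 min RT; luminescence.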
Tb PFK block – qHTS Assay to Find Inhibitors of T. brucei phosphofructokinase; ATP-dependent 6-phosphofructokinase (Trypanosoma brucei brucei), O15648; T. brucei PFK, ADP-Glo luminescence; Potency, µM (titrated, usually from 57.5 µM), without a hit: top-dose activity, negative = inhibition, actives largely listed as inhibitors; 330,000 tested, 0.17% active; AID 485367, 2010;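 further: potency means the concentration at half of the fitted maximal effect; 0% = uninhibited 1x PFK enzyme wells and -100% = no-enzyme wells; nearly all actives have a fitted effect of over 60% in size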
Target sequence (O15648 whole entry, looked up): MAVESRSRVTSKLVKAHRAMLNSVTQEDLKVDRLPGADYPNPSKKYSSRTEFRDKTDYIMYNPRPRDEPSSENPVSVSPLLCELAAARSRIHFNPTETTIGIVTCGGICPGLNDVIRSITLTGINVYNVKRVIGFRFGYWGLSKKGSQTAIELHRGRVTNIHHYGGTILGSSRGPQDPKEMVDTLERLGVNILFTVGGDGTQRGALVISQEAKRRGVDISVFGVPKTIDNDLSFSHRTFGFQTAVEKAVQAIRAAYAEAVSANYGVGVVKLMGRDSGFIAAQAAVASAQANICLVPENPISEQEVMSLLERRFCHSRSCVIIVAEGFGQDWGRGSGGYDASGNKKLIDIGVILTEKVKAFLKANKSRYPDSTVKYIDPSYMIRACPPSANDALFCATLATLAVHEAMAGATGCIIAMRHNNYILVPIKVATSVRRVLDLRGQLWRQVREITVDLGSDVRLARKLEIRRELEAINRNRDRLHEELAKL
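Compounds were pin-transferred as a titration series up to 57 uM into substrate buffer (0.5 mM F6P, 0.1 mM ATP, pH 8.0), then 1.25 nM PFK was added and reactions ran 45 min before ADP-Glo detection.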
BRCA1 expr act – qHTS Assay to Identify Small Molecule Activators of BRCA1 Expression. MCF7-BRCA1-FFLuc reporter, luminescence, 48 h; response scale: scaled: vehicle 0%, 10 µM genistein 100%. Potency, µM (series often up to 46.1 µM), for inactives: at the highest dose activation, actives largely listed as activators. 380,000 tested, 1.1% active; further: potency means the concentration at half of the fitted maximal effect; nearly all actives have a fitted effect of over 80% in size; some results filed as inactive show a strong effect at the top dose
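Luminescence from a BRCA1-driven firefly luciferase in MCF7 cells was the read-out, taken 15 min after substrate addition following 48 h compound exposure at 37 °C. Data were normalized to a 10 microM genistein control and DMSO vehicle.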
TRPV1 agonist – HTS Assay for Compounds that Act as Agonists of the Vanilloid Receptor 1; Transient receptor potential cation channel subfamily V member 1 (Homo sapiens), Q8NER1; TRPV1-expressing cells, Fluo-8 calcium influx, agonist mode; activation, % at 8.33 µM; 320,000 tested, 0.19% active; AID 540275, 2011; in the data active means activation above about 80%; inconclusive means between about 30% and that limit; further: 0% is about no effect
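Cells expressing TRPV1 were dye-loaded with Fluo-8 and read kinetically: 10 s baseline, 3 min after compound (agonist portion), then 2 min after EC20 capsaicin (allosteric enhancer portion). Calcium-bound dye fluorescence at 480/520 nm.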
Rab9 promoter act – qHTS Assay for Rab9 Promoter Activators. Huh7 Rab9 promoter-luciferase reporter, luminescence, 24 h. Potency, µM (top dose mostly 9.22 µM), for inactives: at the highest dose activation, negative = inhibition, most hits filed as activators. 320,000 tested, 2.8% active; further: potency means the concentration at half of the fitted maximal effect; % of control where 0% means no effect; nearly all actives have a fitted effect of over 60% in size
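Using Huh7 cells stably transfected with Rab9 promoter–luciferase, compounds were incubated 24 h at 37 °C, 5% CO2; luciferase luminescence was read 10 min after reagent addition.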
An asterisk follows results filed as active; ? = inconclusive; · = not tested or not shown; [ ] = dose if it differs, or a comment. Unless noted, the call rests on the fitted dose curve; in most records, active means well fitted curve in the direction sought with a large enough effect; inconclusive means small, poorly fitted or top-dose-only effect, or another doubt; inactive means no such curve, though single readings can be large; an effect the other way counts as inactive or inconclusive.

Each structure is followed by: ELG1 genotoxic | RORgamma inh | VP16 counter | NPC1 prom act | ELG1 DNA repair | FLuc modulator | p53 reactivation | Tb PFK block | BRCA1 expr act | TRPV1 agonist | Rab9 promoter act
(1) COc1ccc(S(=O)(=O)NCC(c2cccs2)N2CCc3ccccc3C2)cc1 (stereo not given)
    10% | · | · | 7% | 13% | -4% | -2% | -2% | -27% | 1 | 9%
(2) CCCNC(=O)c1ccc2c(=O)c(O)c(-c3ccc(C)cc3)[nH]c2c1
    5% | -31% | -10% | -31%[inhibitor] | ? | 3% | 0% | 4% | -72% | 2 | -32%[inhibitor]
(3) O=C(Nc1cccc(S(=O)(=O)c2cccc(NC(=O)C3CC3)c2)c1)C1CC1
    ? | ? | -13% | -5% | -16% | -1% | -6% | -4% | -65% | 7 | -18%
(4) O=C(Cn1c(=O)oc2ccccc21)NCC1COc2ccccc2O1 (stereo not given)
    2% | ? | -6% | -2% | 0% | 0% | 10% | 4% | 0% | 13 | -4%
(5) COc1cc(C(=O)OC(C)C(=O)NC(=O)NC2CCCCC2)ccc1OC(F)F (stereo not given)
    2% | · | · | -1% | -2% | 2% | 0% | -11% | -10% | 8 | -6%
(6) COc1ccc2nc(N=Nc3c(O)ccc4ccccc34)sc2c1
    7% | 1µM* | 4.5µM* | 0% | -17% | -16% | 9% | -3% | · | -6 | -29%
(7) CCOC(=O)C1=C(CSCC(=O)OC)NC(=O)NC1c1cc(C)ccc1C (stereo not given)
    1% | -1% | ? | -3% | 8% | 3% | 4% | 1% | 10% | 4 | -6%
(8) Cc1ccccc1CCNC(=O)C1CCC(=O)N(C2CCCCCC2)C1 (stereo not given)
    0% | -14% | -5% | -4% | -1% | 5% | 3% | -4% | -16% | 2 | 3%
(9) CC(C)c1ccc(NC(=O)CSc2n[nH]c(=O)n2C2CC2)cc1
    9% | 7% | ? | -6% | -2% | -1% | -25% | -1% | 9% | ? | 0%
(10) COc1ccc(C(CNC(=O)Nc2ccccc2)N2CCN(C)CC2)cc1 (stereo not given)
    4% | -1% | 2% | -1% | ? | 3% | 9% | -6% | -6% | 2 | 7%
(11) CCN(CC(=O)Nc1cc(C)on1)CC(=O)Nc1ccccc1C(F)(F)F
    -3% | · | · | -4% | -2% | 2% | 0% | 0% | -23% | 3 | 1%
(12) Fc1ccccc1N1CCN(Cc2nc(-c3ccccc3)no2)CC1
    24% | 4% | -2% | 0% | -3% | -8% | 13% | -3% | 30% | 13 | -1%
(13) CCOC(=O)C1(CCOc2ccccc2)CCN(S(=O)(=O)N(C)C)CC1
    -5% | 5% | 2% | -2% | 0% | 3% | 4% | 1% | -31% | 5 | 4%
(14) COC(=O)c1ccc(-c2sc3nc(N4CCOCC4)c4c(c3c2N)CCCC4)o1
    -11% | 10% | -8% | 1% | ? | -2% | -2% | -7% | -38% | 3 | -2%
(15) Cc1ccc2nc(N3CCOCC3)c(C=O)cc2c1
    ? | ? | -5% | 23% | ? | 21µM* | 12% | 2% | 48% | -1 | 13%
(16) COC(=O)c1sc2ccccc2c1-n1cccc1C(=O)C(=O)Nc1ccc(Cl)cc1
    -3% | -5% | 8% | 6% | -15% | -1% | -4% | 2% | -14% | 1 | 1%
(17) Cc1ccccc1-n1c(=O)c2ccccc2n2cnnc12
    11% | -5% | 0% | -2% | ? | 1% | -3% | 2% | 1%[1.84 µM] | 2 | -4%
(18) CCOc1ccc(C(=O)NN2CCOCC2)cc1
    1% | -8% | 0% | 0% | 7% | 2% | 8% | 3% | 0% | -2 | 8%
(19) CCOC(=O)C1=C(CC)OC(N)=C(C#N)C1c1ccc(OC)c(OC)c1OC (stereo not given)
    0% | -1% | -9% | -3% | 22% | -1% | -1% | -3% | 3% | 5 | 5%
(20) COC(=O)CCC(=O)N1CCOCCOCCN(C(=O)CCC(=O)OC)CCOCCOCC1
    1% | 40% | -9% | -2% | 18% | -3% | -1% | -4% | 3% | -1 | 0%

(listing goes on)
Each structure is followed by: ELG1 genotoxic | RORgamma inh | VP16 counter | NPC1 prom act | ELG1 DNA repair | FLuc modulator | p53 reactivation | Tb PFK block | BRCA1 expr act | TRPV1 agonist | Rab9 promoter act
(21) CCOC(=O)c1nnn2c1nc(N1CCOCC1)c1ccccc12
    -1% | 31% | -1% | 0% | 17% | 6% | -5% | 1% | -22% | 1 | -4%
(22) CC(C)CC(=O)NC(NC(=S)Nc1ccccc1)C(Cl)(Cl)Cl (stereo not given)
    -5% | 17% | 5% | -2% | -16% | 2% | 5% | -2% | -27% | 5 | 1%
(23) O=C(O)c1cc(N/N=C/c2cccc3ccccc23)ccc1Cl
    ? | -4% | -20% | 0.79µM* | ? | 7.6µM* | ? | -9% | ? | 1 | 1.4µM*
(24) CN(Cc1ccccc1)C(=O)C1CCCN1S(=O)(=O)c1ccc2c(c1)n(C)c(=O)c(=O)n2C (stereo not given)
    -2% | 0% | -1% | 0% | 8% | -1% | 1% | -4% | 0% | · | -9%
(25) CCCCc1nnc(SCCSc2nnc(CCCC)n2N)n1N
    3% | -20% | -10% | 21% | 10% | -3%[2.3 µM] | -2% | -2% | 8% | -1 | -1%
(26) Cc1n[nH]c(C)c1Sc1ccccc1[N+](=O)[O-]
    -8% | 15% | 9% | -5% | 17% | 1% | 18% | ? | -1% | 0 | -11%
(27) COc1cc(-c2noc(C)c2C(=O)NCCCN2CCCC2=O)cc(OC)c1OC
    3% | · | · | · | ? | · | 0% | 3% | 14% | · | ·
(28) COc1ccc(CNC(=O)CN2C(=O)c3ccc([N+](=O)[O-])cc3C2=O)cc1
    0% | -7% | 19% | 1% | -8% | -1% | -2% | 1% | 4% | 4 | -2%
(29) CC(=O)c1c(C)[nH]c(C(=O)COC(=O)CN(C)S(=O)(=O)c2ccc(Cl)cc2)c1C
    0% | 21% | 1% | 0% | -11% | 7% | -5% | -3% | 2% | 4 | 0%
(30) Cc1c(Br)c([N+](=O)[O-])nn1CC(=O)Nc1ccc(CC#N)cc1
    3% | 7% | -9% | -1% | 5% | 3% | 8% | ? | · | 2 | 0%
(31) O=C(NC(Cc1ccccc1)C(=O)N1CCN(c2ccccn2)CC1)c1ccco1 (stereo not given)
    -10% | 19% | 7% | -1% | 1% | -1% | -19% | -3% | 36%[1.84 µM] | 1 | 0%
(32) CC(C)Cn1c(N)c(C(=O)COC(=O)c2nccnc2N)c(=O)n(C)c1=O
    2% | · | · | 0% | 10% | · | -10% | 1% | -9% | 1 | -4%
(33) COCCC(=O)N1CCC(Oc2ccc(C(=O)N3CCCC(OC)C3)cc2)CC1 (stereo not given)
    5% | -9% | -6% | -6% | 4% | 2% | 7% | 2% | 2% | 1 | -3%
(34) O=C(Nc1ccc(S(=O)(=O)N2CCOCC2)cc1)c1cc(-c2ccccc2O)n[nH]1
    -2% | -2% | -5% | 2% | 0% | 3% | -3% | -2% | 2% | -2 | -5%
(35) Cc1ccc(C)c(S(=O)(=O)NNC(=O)Nc2ccccc2Cl)c1
    1% | -8% | 2% | -1% | 0% | 1% | 2% | -12% | -32% | 0 | -2%
(36) Cc1cc2nsnc2c(S(=O)(=O)NCC(=O)O)c1C
    2% | -17% | -10% | -5% | 13% | 1% | -1% | 0% | 6% | · | 0%
(37) CCCn1cnc2sc(CC)cc2c1=O
    8% | 35% | -7% | 14% | ? | -14% | ? | 0% | 61% | -1 | 22%
(38) Cc1ccc(N(C(=O)CNC(=O)c2ccco2)C(C(=O)NC2CCCC2)c2ccncc2)cc1F (stereo not given)
    4% | 3% | 9% | 0% | 3% | 1% | -1% | 4% | -4% | 0 | -11%
(39) CCN1C[C@@H]2[C@@H]3C(=O)N(C)C(=O)[C@@H]3[C@](CC)(C1=O)N2C(=O)c1ccc(C(C)(C)C)cc1
    3% | · | · | · | 4% | · | 7% | 9% | -9% | · | ·
(40) O=[N+]([O-])c1cccc(-c2ccc(CN3CCCCC3)o2)c1
    2% | 9%[1.91 µM] | 7% | 13% | 0% | -7% | 8% | 0% | 51% | 1 | 3%

Assay outcomes (PubChem)
